High-throughput results: PubChem, Emory University Molecular Libraries Screening Center
14-3-3 PPI: 14-3-3 gamma protein interaction modulation; inhibition, % at 40 µM; FP, 14-3-3gamma / TMR-pS259-Raf peptide binding; actives 0.19% (n = 160,000); P61981; AID 422; in the data active means inhibition above about 30%;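 further: 0% = protein plus tracer without compound and 100% = blank with tracer alone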
Target sequence (P61981 whole entry, looked up): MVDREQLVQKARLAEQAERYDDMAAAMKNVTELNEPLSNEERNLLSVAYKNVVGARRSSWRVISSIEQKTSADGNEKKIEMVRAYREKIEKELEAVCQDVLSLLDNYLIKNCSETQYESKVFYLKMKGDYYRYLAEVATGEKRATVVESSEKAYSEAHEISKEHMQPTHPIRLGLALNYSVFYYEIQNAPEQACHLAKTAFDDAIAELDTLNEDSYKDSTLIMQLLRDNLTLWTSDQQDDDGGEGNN
Numbers without * were called inactive; & = joins results of further samples. An excerpt (hit frequency here may not be typical).

14-3-3 PPI,structure
4,O=S(=O)(c1ccccc1)c1nc(-c2cccc(Cl)c2)oc1NCc1ccccc1
-4,COc1ccc(-c2cc(C(=O)NC(C)C)no2)cc1
-2,COC(=O)C(NC(=O)c1ccccc1)=C1C=C(C)OC(C)=C1
-5,Cc1ccc(NC(=O)CSc2ncnc3c2sc2ccccc23)cc1Cl
-9,COc1ccccc1-n1cnc(N)c1C(=O)c1ccccc1
-24,CSCCC(C(=O)Nc1ccc(Cl)cc1)N1C(=O)c2ccccc2C1=O (configuration not stated)
-3,O=[N+]([O-])c1ccc(N2CCOCC2)cc1SCCO
-13,COc1ccc(OC(C)C(=O)Nc2cccc(Br)c2)cc1 (configuration not stated)
3,Clc1ccccc1C1C=C(c2ccc(I)cc2)Nc2ncnn21 (configuration not stated)
-11,CCOC(=O)c1cc(C#N)c(NCc2ccccc2)nc1C
4,CCOC(=O)c1sc(NC(=O)c2ccc(OC)c(Cl)c2)nc1C
-9,COc1ccc(-n2c(=S)[nH]c3cc(C(=O)Nc4cc(C(N)=O)ccc4OC)ccc3c2=O)cc1
7,COc1cccc(-c2cc(C(=O)Nc3ccccc3C(C)C)c3ccccc3n2)c1
-5,COc1ccc(C2C(=O)N(C3CCCCC3)CC(=O)N2CCc2ccc(C)cc2)cc1OC (configuration not stated)
-1,CCOc1ccccc1NC(=O)c1c(NC(=O)C(F)(F)F)sc2c1CCC(C(C)(C)C)C2 (configuration not stated)
-4&3,O=C1c2ccccc2C(=O)N1Cc1nc2ccccc2o1
6,COc1ccc2cc(C(N)=O)c(=Nc3cccc(C(F)(F)F)c3)oc2c1
0,CCN(CC)CCNC(=O)C1CCCN(S(C)(=O)=O)C1 (configuration not stated)
1,Cc1ccccc1Nc1c(-c2ccccc2O)nc2ccc(Br)cn12
-5,CS(=O)(=O)c1ccc2nc(N)sc2c1

Two compounds picked at random from those above, as already listed:
14-3-3 PPI,structure
4,CCOC(=O)c1sc(NC(=O)c2ccc(OC)c(Cl)c2)nc1C
-5,CS(=O)(=O)c1ccc2nc(N)sc2c1

Part of the list above, reformatted:
SMILES	14-3-3 PPI
Cc1ccc(NC(=O)CSc2ncnc3c2sc2ccccc23)cc1Cl	-5
Clc1ccccc1C1C=C(c2ccc(I)cc2)Nc2ncnn21 (configuration not stated)	3
COc1ccc(OC(C)C(=O)Nc2cccc(Br)c2)cc1 (configuration not stated)	-13
O=C1c2ccccc2C(=O)N1Cc1nc2ccccc2o1	-4&3
COc1ccc(-n2c(=S)[nH]c3cc(C(=O)Nc4cc(C(N)=O)ccc4OC)ccc3c2=O)cc1	-9
CS(=O)(=O)c1ccc2nc(N)sc2c1	-5
Cc1ccccc1Nc1c(-c2ccccc2O)nc2ccc(Br)cn12	1

(listing goes on)
14-3-3 PPI,structure
0,COC(=O)c1ccccc1NC(=O)Cn1c(=O)n(-c2ccc(C)c(F)c2)c(=O)c2sccc21
-29,COc1ccccc1-n1c(SCC(=O)Nc2ccccc2C)nc(O)cc1=O
-1,CCOc1ccc(Nc2nc(Cc3nnc(SCC(=O)O)o3)cs2)cc1
-1,O=C(O)c1cccc(N2C(=O)c3ccc(C(=O)O)cc3C2=O)c1
-3,Nc1nc(-c2ccccc2)cc(N2CCCCC2)n1
2,Cc1ccc(-n2c3c(cc(C(=O)O)c2=O)C(=O)CC(C)(C)C3)cc1
-26,O=C(Cn1c(=O)oc2cc(Cl)ccc21)Nc1nccs1
1,CCSc1nc(O)c(C2OC(=O)c3c2ccc(OC)c3OC)c(=O)n1-c1ccccc1 (configuration not stated)
5,CC(C)(C)c1ccc(C(=O)N2CCC(C(=O)NCC3CCCO3)CC2)cc1 (configuration not stated)
2,COc1ccccc1CNC(=O)CN1C(=O)COc2ccc(C)cc21
0,Cc1ccc2c(C)nc(NC3=NCN(Cc4ccccc4)CN3)nc2c1
-29,Cc1nc2ccc(Cc3ccc4nc(C)n(-c5ccc(O)cc5)c(=O)c4c3)cc2c(=O)n1-c1ccc(O)cc1
-2,CC(C)NC(=O)c1cc(-c2ccc(F)cc2)on1
-10,Cn1nnnc1SCC(=O)N(C1CCCCC1)C1CCCCC1
-5,COc1ccc2c(c1)c(=O)c1ccccc1n2CC(=O)Nc1cccc(C(F)(F)F)c1
6,CCS(=O)(=O)c1nc2ccccc2n1CC(=O)N1CCOCC1
-4,COc1ccc(Cl)cc1NC(=O)C1CCCO1 (configuration not stated)
-8,COc1ccc(N2CCN(CCCNS(=O)(=O)c3c(C)noc3/C=C/N(C)C)CC2)cc1
-2,COc1ccc(Cn2c(C)nc([N+](=O)[O-])c2SCCC#N)cc1[N+](=O)[O-]
-326,CC[n+]1c(C=C2C=C(C)CC(C)(C)C2)sc2ccc(OC)cc21
-2,CCOc1ccc(-n2c(SCC(=O)Nc3nccs3)nc3c([nH]c4ccccc43)c2=O)cc1
4,COc1cccc(-c2nc(-c3ccccc3)c(-c3ccccc3)[nH]2)c1O
-4,CCCn1c(=NC(=O)c2cccc(OC)c2)c(C(=O)OCC)cc2c(=O)n3ccccc3nc21
-14,Cn1c(NC(=O)c2cccc([N+](=O)[O-])c2)cc(=O)n(C)c1=O
5,Cc1ccccc1NC(=O)C1C(C(=O)O)C2C=CC1C21CC1 (configuration not stated)
-6,CC1=C(C(=O)Nc2ccc(Cl)cc2)C(c2ccco2)NC(=O)N1 (configuration not stated)
-9,COc1ccccc1C1C(C(C)=O)=C(O)C(=O)N1CCN1CCOCC1 (configuration not stated)
-4,Cc1cccc(-c2nc(CN3CCCC(C(=O)NC4CCC(C)CC4)C3)c(C)o2)c1 (configuration not stated)
-9,COc1ccc(-n2c(SCC(=O)Nc3ccc(C)cc3)nc3[nH]ncc3c2=O)cc1
5,CCn1c(NCc2ccccc2O)nc2ccccc21
-3&-1,CNC(=O)Oc1ccc2c(c1)[C@]1(C)CCN(C)[C@@H]1N2C
-2,O=C(Cn1c(CN2CCCCC2)nc2ccccc2c1=O)Nc1ccccc1
0,Cc1cc(C)c(C#N)c(Nc2ccccc2)n1
-1,O=C(NC1(C(F)(F)F)NC(=O)N(Cc2cccnc2)C1=O)c1ccncc1 (configuration not stated)
-1,CCOc1ccc2[nH]cc(C(=O)N3CCN(CC)CC3)c(=O)c2c1
-4,COc1ccccc1NC(=O)c1ccc(NS(C)(=O)=O)cc1
8,CCSc1nc2ccccc2n1CCOc1ccc(Cl)cc1
-11,COc1ccc(Cl)cc1Nc1ncnc2sc(C)c(S(=O)(=O)N3CCC(C)CC3)c12
-3,O=[N+]([O-])c1cccc(-c2noc(CCc3ccccc3)n2)c1
4,CCNC(=O)C1CC(=O)N(c2ccc(OCC)cc2)C1 (configuration not stated)
4,O=C(Nc1cc([N+](=O)[O-])ccc1Cl)c1cccc2c(Br)cccc12
-5,COc1ccc(N2CCN(CCCNC(=O)c3ccc(N4CCCC4=O)cc3)CC2)cc1
0,CCOc1ccc(C2Nc3ccccc3-c3nnc(SCC)nc3O2)cc1 (configuration not stated)
0,CCN1C(=O)c2cccc3c(NC(=O)c4ccc(S(=O)(=O)N(C)C)cc4)ccc1c23
3,COCCN=C1NS(=O)(=O)c2cc([N+](=O)[O-])ccc21
-3,Cc1nc2ccccn2c1/C(O)=C1\C(=O)C(=O)N(CCN(C)C)C1c1cccnc1 (configuration not stated)
0,C=CCn1c(NCc2c[nH]c3ccccc23)nc2ccccc21
-2,CCOC(=O)CSc1nc2c([nH]c3ccccc32)c(=O)n1-c1ccc(C)cc1
1,CCOC(=O)/C(N=O)=C(\O)C1CCN(C(=O)OCC)CC1
-2,COc1ccccc1C(=O)Oc1cc(N)n(S(=O)(=O)c2ccccc2)n1
-31,Cc1ccc(OCc2nnc(SCC(=O)Nc3nc(-c4ccccc4)cs3)o2)cc1
-20,CCOC(=O)c1[nH]c(C)c(C(=O)NCc2ccc(Cl)cc2)c1C
2,CC(C)CCNC(=O)C1c2ccccc2C(=O)N2CCc3ccccc3C12 (configuration not stated)
-7,CC1CCN(c2nc(-c3ccccc3)nc3ccccc23)CC1
-3,O=C(Nc1ccccc1C(F)(F)F)c1ccc(SC2CCCCC2)c([N+](=O)[O-])c1
2,CCOC(=O)c1sc2nc(C)n(CC(=O)NCCC3=CCCCC3)c(=O)c2c1C
-4,O=C(Cc1ccc(F)cc1)N(c1ccccc1)C1C=CS(=O)(=O)C1 (configuration not stated)
-11,COc1cc(C(=O)NCCc2ccc3c(c2)OCCO3)ccc1OCC(=O)N1CCOCC1
-7&4,O=C(COc1ccccc1)Nc1ccc(S(=O)(=O)N2CCOCC2)cc1
-1,CN1CC(=O)N(C)c2ncn(Cc3ccccc3)c2C1=O

Next part
14-3-3 PPI,structure
-5&0,Cn1cc(S(=O)(=O)Cc2ccc(F)cc2)c2ccccc21
0,CCC(C)n1c(-c2cccs2)nc2nc3ccccc3nc21 (configuration not stated)
-6,O=C1CC(c2ccco2)Cc2nc(N3CCN(Cc4ccc5c(c4)OCO5)CC3)ncc21 (configuration not stated)
-3,Cc1ccnc(NC(=O)c2ccccc2[N+](=O)[O-])c1
-1,O=C(Cn1cnc2c(cnn2-c2ccc(F)cc2)c1=O)NCCc1ccccc1
1,O=C(Cn1ncc2c1-c1ccccc1OC2)Nc1ccc(S(=O)(=O)N2CCCCC2)cc1
-69,O=C(Nc1ccc2oc(-c3ccccc3F)nc2c1)c1cccc2c(Br)cccc12
-4,CC(C(=O)NC(=O)NCc1ccccc1)N1C(=O)c2ccccc2C1=O (configuration not stated)
1,Cn1cc(CC(=O)NCC2COc3ccccc3O2)c2ccccc21 (configuration not stated)
0,CCS(=O)(=O)C(=C1NCCO1)S(=O)(=O)CC
7,COc1ccc(S(=O)(=O)CCC(=O)N2CC=C(c3ccccc3)CC2)cc1
-81,Nc1c(C(=O)NCc2ccccc2)sc2nc3c(c(-c4ccco4)c12)CCC3
0,COc1ccc(S(=O)(=O)N2CCN(C)CC2)cc1C
-9&-4,O=C1CC(CCC(=O)NC2CC2)c2ccccc2N1 (configuration not stated)
-14,Cc1cc2n(n1)C(c1ccc(N(C)C)cc1)Nc1ccccc1-2 (configuration not stated)
-3,CCCCNC(=O)Cn1c(=O)n(-c2cccc(OC)c2)c(=O)c2c(C)c(C)sc21
-5,Cc1cccc(C)c1NC(=O)N1CC=C(n2c(=O)[nH]c3ccccc32)CC1
-12,CCOC(=O)c1nc(Nc2ccc(OC)c(Cl)c2)c2c3c(sc2n1)CCCC3
-6,COc1ccc(C(=O)N(c2ccccc2)c2ccc3ccccc3c2)cc1OC
-4,CN(C)S(=O)(=O)Oc1cccc2cccnc12
-4,Cc1ccccc1OCc1nnc(SCC(=O)NCc2ccccc2)n1C
0,CCOc1ccc(C2=Nn3c(nnc3-c3ccccc3Br)SC2)cc1
-8,O=C(CNC(=O)c1ccco1)OCc1ccc(Br)cc1
-8,COc1ccc(CCNc2oc(-c3ccco3)nc2C#N)cc1
-5,COc1ccccc1CCNC(=O)c1ccoc1C
-3,CC1=C(C(=O)Nc2ccc(F)cc2)C(c2ccc(C)o2)C2=C(CC(C)(C)CC2=O)N1 (configuration not stated)
12,CC(=O)NC(=O)c1cc2cc(Br)ccc2oc1=Nc1ccc(C)cc1
-10,CC(=O)N1CCN(c2ccc(N=Cc3c(O)n(Cc4ccccc4)c(=O)[nH]c3=O)cc2)CC1
-1,O=C(O)c1ccc(N=Cc2ccc(OCc3ccc(Cl)cc3)cc2)cc1
-6,CCOc1ccc(NC(=O)Cn2c(=O)n(-c3cc(OC)cc(OC)c3)c(=O)c3sccc32)cc1
-4,COc1ccc(C2CCN(Cc3cccnc3)CC2O)cc1 (configuration not stated)
-20,COc1ccc(C)cc1NS(=O)(=O)c1cc(Br)cc2c1N(C(C)=O)C(C)C2 (configuration not stated)
-12,CCSc1nnc2c(n1)OC(c1cc(Br)c(O)c(OC)c1)Nc1ccc(Br)cc1-2 (configuration not stated)
-7,COc1ccccc1Cn1c(=S)[nH]c2cc(C(=O)N3CCC(C(N)=O)CC3)ccc2c1=O
-39,C=CCN1C(=O)C2(Oc3ccc(Br)cc3C3CC(c4ccc(OC)cc4)=NN32)c2ccccc21 (configuration not stated)
-15,Cc1ccc(C(=O)Nc2ccc3oc(-c4ccc(F)cc4)nc3c2)cc1C
-17,O=C(Nc1ccc(N2CCCCC2)cc1)c1cncc(Br)c1
-5,COc1ccc(C2=NN(CC(=O)N3CCCC3)C(=O)CC2)cc1
4,COC(=O)C1=CNC=C(C(=O)OC)C1c1cc(OC)c(Br)cc1OC
-10&5,O=C(COc1ccc2c(c1)C(=O)CC1(CCCCC1)O2)NCc1ccccn1

Three compounds from above, ordered by their value in 14-3-3 PPI, largest number first.
14-3-3 PPI,structure
-4,Cc1ccccc1OCc1nnc(SCC(=O)NCc2ccccc2)n1C
-5,COc1ccccc1CCNC(=O)c1ccoc1C
-15,Cc1ccc(C(=O)Nc2ccc3oc(-c4ccc(F)cc4)nc3c2)cc1C

Next results:
14-3-3 PPI,structure
-6,CCOC(=O)CNC(=O)c1cc2c(n(-c3ccc(C)cc3)c1=O)CCCC2=O
-5,CCc1ccc(Oc2coc3cc(OCc4ccccc4C)ccc3c2=O)cc1
0,Cc1ccc(N(CC(=O)O)C2SC(=O)NC2=O)cc1 (configuration not stated)
2,Cc1cc(NS(=O)(=O)c2ccc(NS(=O)(=O)c3ccc(Cl)cc3)cc2)no1
-5,Cc1ccc(C(=O)COC(=O)c2ccc(F)cc2)cc1[N+](=O)[O-]
-45,COc1ccc(N=Cc2cc(Cc3ccccc3)cc(Br)c2O)cc1OC
-7,Cc1ccc2c(c1)C(C)(c1ccccc1)CC(C)(C)N2C(=O)CSc1nncn1C (configuration not stated)
0,Cc1nc2n[nH]c(N)c2c2c1COC(C)(C)C2
-5&-2,CCc1ccccc1NC(=O)c1ccc(F)c(S(=O)(=O)N2CCC(C(N)=O)CC2)c1
0,O=c1[nH]c2cc([N+](=O)[O-])ccc2nc1Cc1cccc(F)c1
